Screening data from PubChem BioAssay.
PAX8 reporter: inhibitors of PAX8 transcriptional activity in RMG-I cells; AID 652154; 360,000 compounds, 1.2% hits; RMG-I TPO-luciferase reporter, SteadyGlo, 24 h; inhibition, % at 12.6 µM;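 active means mean replicate inhibition at least 60% with every replicate also reaching 60%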;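 further: luciferase light reporting Pax8 driven TPO promoter activity; plate controls were median of neutral control wells for no effect and mitoxantrone controls for full effect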
DENV2 CPE: inhibitors of DENV2 cytopathic effect | CPE inhibition, % at 9.99 µM | 350,000 compounds, 1.7% hits | DENV2-infected cells, cytopathic effect rescue, plate reader; in the data active means CPE inhibition above about 20%, passing the limit was not always enough; tested in BHK-21 cells;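 further: 0% = median of neutral control wells and 100% = median of positive control wells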
ARNT TACC3 PPI: disruptors of human ARNT/TACC3 interaction; Q9Y6A5; AlphaScreen His-ARNT PAS-B/GST-TACC3 binding, luminescence; TACC3 fragment carries E629A point mutation; inhibition, % at 9.99 µM; 390,000 compounds, 0.66% hits; AID 623870;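 active means mean inhibition of replicates at least 50% and at least half of replicates each reaching 50%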;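 further: 0% = complete ARNT plus TACC3 wells and 100% = ARNT alone without TACC3; many hits fall short of the cut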
CASP6 VEID inh: blocks human caspase-6 cleavage activity; inhibition, % at 12.5 µM; AID 686996; purified caspase-6, Z-VEID-R110 cleavage fluorescence; 350,000 compounds, 0.53% hits; P55212;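 active means mean inhibition across replicates at least about 35%, with every replicate also reaching that limit, limit read from the data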;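 further: 0% = median of neutral control wells and 100% = no fluorescence left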
Target sequence (P55212 24-179 limits assumed): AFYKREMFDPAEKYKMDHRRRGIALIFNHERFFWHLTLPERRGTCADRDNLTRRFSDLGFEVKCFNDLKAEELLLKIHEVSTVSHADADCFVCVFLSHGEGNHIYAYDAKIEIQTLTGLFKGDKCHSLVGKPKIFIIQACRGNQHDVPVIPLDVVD
Target sequence (P55212 194-293 limits assumed): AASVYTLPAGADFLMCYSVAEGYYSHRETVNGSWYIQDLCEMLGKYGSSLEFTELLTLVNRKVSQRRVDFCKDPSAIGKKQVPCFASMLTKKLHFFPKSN
SIRT5 block: blocks human SIRT5 desuccinylation of peptide; Purified SirT5, succinyl-peptide AMC, trypsin-coupled fluorescence; inhibition, % at 15 µM; 330,000 compounds, 1.1% hits; in the data active means inhibition above about 15%
Target sequence (Q9NXA8 whole entry, looked up): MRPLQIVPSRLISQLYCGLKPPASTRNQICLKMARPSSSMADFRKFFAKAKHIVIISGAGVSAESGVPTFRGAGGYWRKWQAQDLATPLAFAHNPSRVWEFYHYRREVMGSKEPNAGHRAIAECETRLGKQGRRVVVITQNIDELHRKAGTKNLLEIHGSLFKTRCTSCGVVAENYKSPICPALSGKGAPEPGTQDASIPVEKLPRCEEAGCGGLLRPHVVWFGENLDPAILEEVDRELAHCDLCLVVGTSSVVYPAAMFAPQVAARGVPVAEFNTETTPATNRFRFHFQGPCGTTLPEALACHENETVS
LGR2 inh: Drosophila LGR2 receptor signaling inhibition; HEK293 LGR2, CRE-luciferase, bursicon-stimulated, 4 h; AID 720647; 380,000 compounds, 0.35% hits; inhibition, % at 9.99 µM;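 active means drop in luminescence signal, shown as inhibition above about 50% in the replicate tests, limit read from the data, passing the limit was not always enough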;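 further: agonist challenge used bursicon conditioned medium at about half maximal strength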
EWS-Fli inh: inhibitors of EWS/Fli oncoprotein transcriptional activity; A673 NR0B1-luciferase reporter, viability-normalised; inhibition, % at 12.6 µM; 350,000 compounds, 0.67% hits; AID 651661;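 active means mean inhibition of at least 50% after viability correction, with every replicate also passing that limit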;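 further: firefly luciferase signal divided by Alamar Blue viability fluorescence both relative to DMSO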
The depositor's hits bear a star; & = joins results of further samples.

Start of the listing, in advance, three compounds:
Screening CCOc1ccccc1NC(=O)c1ccccc1N(C)S(=O)(=O)c1ccc(C)cc1 returned PAX8 reporter -10, DENV2 CPE -2, ARNT TACC3 PPI -5, CASP6 VEID inh 2, SIRT5 block 4, LGR2 inh 14 and EWS-Fli inh 15.
For CCCNC(=O)c1onc(CSc2ccc(Cl)cc2)c1C(=O)NC(C)C the results were PAX8 reporter 4, DENV2 CPE -8, CASP6 VEID inh -4, LGR2 inh -19 and EWS-Fli inh -2.
Screening Cc1ccc(Cn2c(SCCN3CCOCC3)nc3c2c(=O)n(C)c(=O)n3C)cc1 returned DENV2 CPE -1, ARNT TACC3 PPI 1, CASP6 VEID inh 3, SIRT5 block -3, LGR2 inh -9 and EWS-Fli inh 9.

All compounds of this part, repeating the preview:
Screening CCOc1ccccc1NC(=O)c1ccccc1N(C)S(=O)(=O)c1ccc(C)cc1 returned PAX8 reporter -10, DENV2 CPE -2, ARNT TACC3 PPI -5, CASP6 VEID inh 2, SIRT5 block 4, LGR2 inh 14 and EWS-Fli inh 15.
For CCCNC(=O)c1onc(CSc2ccc(Cl)cc2)c1C(=O)NC(C)C the results were PAX8 reporter 4, DENV2 CPE -8, CASP6 VEID inh -4, LGR2 inh -19 and EWS-Fli inh -2.
Screening Cc1ccc(Cn2c(SCCN3CCOCC3)nc3c2c(=O)n(C)c(=O)n3C)cc1 returned DENV2 CPE -1, ARNT TACC3 PPI 1, CASP6 VEID inh 3, SIRT5 block -3, LGR2 inh -9 and EWS-Fli inh 9.
Screening Cc1cc(C)c2c(N)c3cccc(C)c3nc2n1 returned PAX8 reporter -4, DENV2 CPE -13, ARNT TACC3 PPI 12, CASP6 VEID inh -2, SIRT5 block -28 and EWS-Fli inh -5.
COc1ccc(S(=O)(=O)N2CCOCC2)cc1NC(=O)CN1CCN(C)CC1 was read as PAX8 reporter 3, DENV2 CPE 3, ARNT TACC3 PPI -2, CASP6 VEID inh 1, SIRT5 block -1, LGR2 inh -13 and EWS-Fli inh -5.
For COc1ccc(NC(=O)C[C@H]2C(=O)N(c3ccc(OC)cc3)C[C@@H]2c2ccc(Br)cc2)cc1 the results were PAX8 reporter -34, DENV2 CPE 5, CASP6 VEID inh -2, SIRT5 block -6, LGR2 inh 5 and EWS-Fli inh -9.
For CC(=O)Nc1ccc(S(=O)(=O)N2CCC(C(=O)NCc3ccco3)CC2)cc1 the results were PAX8 reporter 1, DENV2 CPE 2, ARNT TACC3 PPI -4, CASP6 VEID inh -3, SIRT5 block -2, LGR2 inh 4 and EWS-Fli inh 6.
CC(C)c1ccc(NC(=O)CN2C(=O)COc3ccc(S(=O)(=O)N4CCOCC4)cc32)cc1 was read as PAX8 reporter -3, DENV2 CPE 5, ARNT TACC3 PPI -3, CASP6 VEID inh 0, SIRT5 block -4 and LGR2 inh -4.
`Cc1ccc([C@H]2C[C@@H](O)[C@H](n3cc(COC(=O)c4ccccc4)nn3)CN2C(=O)c2cccs2)cc1` gave PAX8 reporter 3, DENV2 CPE 15, CASP6 VEID inh 5, SIRT5 block 3, LGR2 inh -2 and EWS-Fli inh 5.
For CC1(C)N=C(N)N=C(N)N1c1ccc(CCCCc2ccccc2)cc1 the results were PAX8 reporter 68*, DENV2 CPE 5, CASP6 VEID inh 21, SIRT5 block 4, LGR2 inh 43 and EWS-Fli inh 57*.
For Cc1cccc(NC(=O)c2cc(-c3cc(C)cc(C)c3O)n[nH]2)c1 the results were PAX8 reporter -21, DENV2 CPE 18, ARNT TACC3 PPI 9, CASP6 VEID inh -1, SIRT5 block 1, LGR2 inh -37 and EWS-Fli inh -15.
Screening CCSc1nnc(NC(=O)C(CC)Oc2ccccc2)s1 (configuration not stated) returned DENV2 CPE 1, ARNT TACC3 PPI 3, CASP6 VEID inh -2, SIRT5 block 1, LGR2 inh -12 and EWS-Fli inh 5.
COC(=O)[C@H](Cc1ccccc1)NC(=O)[C@H]1O[C@@H](n2cnc3c(=O)[nH]c(N)nc32)[C@H](O)[C@@H]1O was read as PAX8 reporter -12, DENV2 CPE -2, CASP6 VEID inh 0, SIRT5 block 0, LGR2 inh 17 and EWS-Fli inh -17.
Screening CCCNC(=O)Nc1ccc2c(c1)C(=O)N(C)C[C@H](OC)[C@H](C)CN[C@H](C)CO2 returned PAX8 reporter -4, DENV2 CPE 3, ARNT TACC3 PPI -3, CASP6 VEID inh 0, SIRT5 block -4, LGR2 inh 13 and EWS-Fli inh -4.
C=CCNC(=O)c1c(CSc2ccc(Cl)cc2)noc1C(=O)NCc1ccccc1 was read as PAX8 reporter -21, DENV2 CPE -6, ARNT TACC3 PPI -2, CASP6 VEID inh -4, LGR2 inh -1 and EWS-Fli inh 3.
For OC(CN1CCOCC1)Cn1c2ccccc2c2ccccc21 (configuration not stated) the results were PAX8 reporter 17, DENV2 CPE -4, ARNT TACC3 PPI -4, CASP6 VEID inh -3, SIRT5 block -1, LGR2 inh 5 and EWS-Fli inh 8.
Screening COc1ccccc1N1CC(C)(C)C(=O)N(C(=O)c2ccc(Cl)cc2)C1=S returned PAX8 reporter -27, DENV2 CPE -2, ARNT TACC3 PPI -3, CASP6 VEID inh -1, LGR2 inh 45 and EWS-Fli inh -11.
`CCOC(=O)CSc1nc2c(sc(=S)n2-c2ccccc2)c(=O)[nH]1` gave PAX8 reporter 6, DENV2 CPE 10, CASP6 VEID inh 0, SIRT5 block 3, LGR2 inh 9 and EWS-Fli inh 9.
`O=C(C[C@H]1CC[C@@H](NS(=O)(=O)c2ccc(F)cc2)[C@H](CO)O1)N1CCN(c2ccccc2)CC1` gave PAX8 reporter 8, DENV2 CPE 10, ARNT TACC3 PPI -3, CASP6 VEID inh 0, SIRT5 block 1, LGR2 inh -11 and EWS-Fli inh -3.
COc1ccc2cc(CN(C)C(=O)CN3C(=O)NC4(CCCC4)C3=O)ccc2c1 was read as PAX8 reporter 9, DENV2 CPE 5, CASP6 VEID inh -5, LGR2 inh -4 and EWS-Fli inh -1.
`COc1ccc(NC(=S)Nc2ccccc2)cc1` gave PAX8 reporter -21&5, DENV2 CPE 18&-4, ARNT TACC3 PPI -4&2, CASP6 VEID inh -2&-2, SIRT5 block -1, LGR2 inh -16&-2 and EWS-Fli inh -19&-5.
CN(Cc1ccccc1)C(=O)c1nc[nH]c1C(=O)N(C)Cc1ccccc1 was read as PAX8 reporter 8, DENV2 CPE -13, ARNT TACC3 PPI -5, CASP6 VEID inh 0, LGR2 inh 11 and EWS-Fli inh 3.
For COc1ccccc1OCCNC(=O)c1cc(F)c(F)cc1Cl the results were PAX8 reporter -2, DENV2 CPE -5, ARNT TACC3 PPI -6, CASP6 VEID inh -2, SIRT5 block -2 and EWS-Fli inh 5.
`O=C(O)CCn1cc(/C=C2/NC(=S)N(c3ccccc3)C2=O)c(-c2ccccc2)n1` gave PAX8 reporter 12, ARNT TACC3 PPI 7 and LGR2 inh 26.
`CCOC(=O)N1CCN(S(=O)(=O)c2ccc3c(c2)CC(C)N3C(=O)C2CC2)CC1` (configuration not stated) gave PAX8 reporter 4, DENV2 CPE 5, ARNT TACC3 PPI -1, CASP6 VEID inh 1, SIRT5 block 0 and LGR2 inh -89.
`Cc1cccc(-n2nnc3c(=O)n(Cc4ccccn4)cnc32)c1` gave PAX8 reporter -15, DENV2 CPE -4, ARNT TACC3 PPI -5, CASP6 VEID inh 2, SIRT5 block 0, LGR2 inh 22 and EWS-Fli inh -3.
Cc1ccccc1S(=O)(=O)N1C[C@@H](O)COC[C@@H]2O[C@H](CC(=O)O)CC[C@H]21 was read as PAX8 reporter -2, DENV2 CPE 0, ARNT TACC3 PPI -10, CASP6 VEID inh 13, SIRT5 block 6, LGR2 inh 1 and EWS-Fli inh -2.
`O=[N+]([O-])c1ccc(N2CCN(S(=O)(=O)c3ccccc3)CC2)c2cccnc12` gave PAX8 reporter -5, DENV2 CPE -2, ARNT TACC3 PPI 5, CASP6 VEID inh -1, SIRT5 block 0, LGR2 inh -15 and EWS-Fli inh 10.
O=C(NCc1ccccc1)c1cc(C2COCCN2C(=O)CCc2ccccc2)on1 (configuration not stated) was read as PAX8 reporter 12, DENV2 CPE 0, CASP6 VEID inh -3, LGR2 inh -13 and EWS-Fli inh 12.
`COCCN1C(=O)CN(S(C)(=O)=O)CC1(C)C(=O)NC(C)C` (configuration not stated) gave PAX8 reporter 4, DENV2 CPE 2, CASP6 VEID inh -2, SIRT5 block -2, LGR2 inh 0 and EWS-Fli inh -4.
Screening CN(N)c1nc(N2CCCC2)nc(N2CCCC2)n1 returned PAX8 reporter -6, DENV2 CPE -4, ARNT TACC3 PPI 2, CASP6 VEID inh 0, SIRT5 block 1 and EWS-Fli inh 3.
Screening COc1ccc(-c2cccc(NC(=O)c3ccc4c(c3)OCO4)c2)nn1 returned PAX8 reporter -31, DENV2 CPE 2, CASP6 VEID inh 1, SIRT5 block 1, LGR2 inh 3 and EWS-Fli inh -16.
Screening CN(C)c1ccc2c(c1)[C@H]1C[C@H](CC(=O)N3CCCCC3)O[C@H](CO)[C@H]1O2 returned DENV2 CPE -3, CASP6 VEID inh -1, SIRT5 block 5, LGR2 inh -11 and EWS-Fli inh -3.
`CC(C)NC(=O)Nc1ccc2c(c1)CC(=O)N([C@H](C)CO)C[C@H](C)[C@H](CN(C)C(=O)Nc1cccc3ccccc13)O2` gave PAX8 reporter 3, DENV2 CPE -2, ARNT TACC3 PPI -9, CASP6 VEID inh 3, SIRT5 block -3, LGR2 inh 2 and EWS-Fli inh -15.
CN(CCc1ccccc1)C(=O)c1ccc(NC(=O)Cc2ccc(NC(=O)C3CCCN(C(=O)C4CCC4)C3)cc2)cc1 (configuration not stated) was read as PAX8 reporter 13, DENV2 CPE 14, ARNT TACC3 PPI -2, CASP6 VEID inh 1, SIRT5 block 0, LGR2 inh 2 and EWS-Fli inh 13.
C(=NN1CCCCCC1)c1ccc2c(c1)OCO2 was read as PAX8 reporter -215, DENV2 CPE 16, CASP6 VEID inh -6, SIRT5 block 1, LGR2 inh -63 and EWS-Fli inh 13.
For COc1ccc(F)cc1S(=O)(=O)NCCN1CCOCC1 the results were PAX8 reporter 0, DENV2 CPE -5, ARNT TACC3 PPI -2, CASP6 VEID inh -1, SIRT5 block 0, LGR2 inh 7 and EWS-Fli inh -5.
O=C(Nc1ccc([N+](=O)[O-])cc1Cl)c1cc(Cl)ccc1O was read as PAX8 reporter -215, DENV2 CPE -4, ARNT TACC3 PPI -2, SIRT5 block 2, LGR2 inh -107 and EWS-Fli inh 9.
For O=C(C1CC1)N1CCN(c2ccc(F)cc2)CC1 the results were PAX8 reporter 12, DENV2 CPE -3, ARNT TACC3 PPI -1, CASP6 VEID inh 1, SIRT5 block 0, LGR2 inh -14 and EWS-Fli inh -1.
`COc1cccc(C(=O)NC(=S)NCc2ccco2)c1` gave PAX8 reporter -5, DENV2 CPE -1, ARNT TACC3 PPI -3, CASP6 VEID inh 4, SIRT5 block -5, LGR2 inh -35 and EWS-Fli inh -22.
`CCOC(=O)C1=C(C)NC(C)=C(C(=O)OCC)C1C(=O)OCC(=O)N1CCCCC1CC` (configuration not stated) gave PAX8 reporter 24, DENV2 CPE -7, ARNT TACC3 PPI -10, CASP6 VEID inh 2, LGR2 inh 1 and EWS-Fli inh 27.
`COc1ccc(-c2noc(CCc3ccccc3)n2)cc1` gave PAX8 reporter -97, DENV2 CPE -7, ARNT TACC3 PPI -11, CASP6 VEID inh 5, SIRT5 block 8, LGR2 inh -60 and EWS-Fli inh -82.
For COCCC(=O)N1CCC(Oc2ccc(C(=O)NCCc3cnn(C)c3)cc2)CC1 the results were PAX8 reporter 10, DENV2 CPE -1, ARNT TACC3 PPI 12, CASP6 VEID inh 2, SIRT5 block -1, LGR2 inh -4 and EWS-Fli inh 1.
`CC1CC1C(=O)OCC(=O)NNC(=O)c1ccc([N+](=O)[O-])cc1` (configuration not stated) gave PAX8 reporter -8, DENV2 CPE -3, ARNT TACC3 PPI -3, CASP6 VEID inh 3, SIRT5 block 2, LGR2 inh 18 and EWS-Fli inh -4.
Screening CC(C)CN(C(=O)c1cccc(Cl)c1)c1c(N)n(CC(C)C)c(=O)[nH]c1=O returned PAX8 reporter -13, DENV2 CPE -5, ARNT TACC3 PPI 1, CASP6 VEID inh 0, SIRT5 block 0, LGR2 inh -10 and EWS-Fli inh 2.
`Cc1ccc(C)c(NC(=O)c2cc[n+](C)cc2)c1` gave PAX8 reporter -5, DENV2 CPE -5, ARNT TACC3 PPI -49, CASP6 VEID inh -62, SIRT5 block -5, LGR2 inh -1 and EWS-Fli inh 3.
